# From PubChem
# MT stabilizer – microtubule stabilizers in HeLa cells. AID 2205. HeLa tubulin immunostaining HCS, 24 h; share of cells brighter than vehicle mean+2SD. hit rate 0.83% among 200,000. % tubulin-high responders, % at 10 µM;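 active = plate Z-score above 3 for both tubulin-high and condensed-nucleus cell shares, with cell loss under 80%, at 10 µM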;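 note: anti alpha tubulin signal scored within the nucleus-defined area of each cell; some results filed as inactive read as strong as hits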
# b-catenin transl – alters nuclear translocation of beta-catenin in HeLa cells; immunofluorescence imaging; nuclear translocation activity, % at 5 µM; hit rate 0.3% among 190,000;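 active = nuclear translocation activity above 50% at 5 µM, with a well cell count of 50 or more; inconclusive = wells under 50 cells across six images, flagged as toxic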;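 note: per-cell ratio of nuclear to cytoplasmic median beta-catenin stain intensity; plate controls were DMSO negative control for no effect and GSK-3 inhibitor IX positive control for full effect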
#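 assay system = human HeLa cells, endogenous beta-catenin | times = compound treatment 24 h, 37°C, 5% CO2 | detection = Anti-beta-catenin immunofluorescence on PFA-fixed, Triton-permeabilized cells, DAPI nuclei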
# Dynein transport – dynein cargo transport inhibition | 3617.4 mouse cells, GR-EGFP nuclear translocation imaging; test concentration mostly 20 µM; stimulated with dexamethasone, 1 µM; stronger effect = lower value | z-score, hits read low | hit rate 0.47% among 220,000 | AID 1381;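 active = plate z-score of nuclear minus cytoplasmic receptor signal below a set negative limit, without overly bright fluorescence or cell loss, cut at about -3.5 in these data, passing the limit was not always enough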;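 note: z-score of nuclear minus cytoplasmic ring GR-EGFP intensity difference per well; some compounds called inactive have numbers as strong as hits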
#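 medium = tetracycline-free induction medium containing charcoal-stripped FBS | probe or stimulus = dexamethasone, 1.0 µM final | timing = 48 h induction, then 1 h compound, then 30 min agonist, 37 °C | detection = automated 10x imaging of fixed Hoechst-stained cells | read-out basis = nuclear versus cytoplasmic GR-EGFP signal, averaged per well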
# human PMI inhibition – inhibitors of human PMI, primary screen, biochemical, fluorescence intensity, coupled assay (AID 1209) | hit rate 0.42% among 190,000 | purified PMI enzyme, coupled fluorescence intensity; higher % means a stronger effect | inhibition, % at 20 µM; hits with a dose series show IC50 in µM; in the data active = inhibition above about 50%;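 note: plate controls were DMSO vehicle for no effect and wells lacking substrate for full effect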
# TNAP activation fold – human TNAP enzyme activators, primary screen, biochemical, luminescent, no phosphate acceptor, uHTS (AID 1001); hit rate 0.03% among 200,000; purified TNAP, luminescent activation assay, no phosphate acceptor; higher activation fold means a stronger effect; activation fold at 20 µM, or EC50 in µM where a hit was titrated; in the data active = activation fold from about 3, or a potency from the dose series; inactive = the rest, 99 in 100 with activation fold below about 1.6; note: many of its hits are not listed in these tables
# Ins promoter up – MIN6 insulin promoter up-regulation | MIN6 insulin promoter-GFP reporter, high-content imaging; stronger effect = higher value | z-score at 5 µM | hit rate 0.3% among 190,000 | AID 1625;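 active = z-score above 3 at 5 µM with at least 500 cells counted in the well; inconclusive = wells under 500 cells, flagged as cytotoxic or low count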
# Hep lipid drop – hepatic lipid droplet formation modulation | AML12 mouse hepatocytes, oleate lipid droplets, BODIPY imaging | inhibition, % at 6.5 µM | AID 1656 | hit rate 0.4% among 240,000;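 active = lipid droplet intensity inhibited by at least 50%, with more than 500 cells counted; inconclusive = wells with under 300 cells, treated as cytotoxic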
#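 Technique: fluorescence imaging, 20x objective, two fields per well / Assay system: AML12 hepatocytes (mouse) / Measure: % inhibition of lipid droplet signal / Doses: 6.5 µM single-point dosing / Incubation: overnight exposure / Reagent: 100 µM oleic acid challenge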
# Myeloid diff 2 – compounds promoting myeloid differentiation | ER-HoxA9 myeloid progenitors, lysozyme-GFP differentiation, flow cytometry | calls only at 10 µM | hit rate 1% among 360,000 | AID 624256;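 active = normalized GFP-positive differentiation at or above the plate's own cutoff, the solvent-only control mean plus 3 SD; inconclusive = no clear call, values can overlap the other calls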;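 note: cells exposed to compound for four days before flow analysis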
# T cell HTS – modulates CD8 T cell binding to vesicles; 2C CD8+ T cell-vesicle binding, flow cytometry; stronger effect = lower value; calls only at 7 µM; hit rate 0.068% among 330,000; AID 2052;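 active = response, share of CD8 T cells binding vesicles, and their 90th percentile fluorescence all below set limits, cut at about 80% in these data, passing the limit was not always enough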
#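 Also added: QL9-peptide-loaded Drosophila micro-vesicles bearing Ld, ICAM-1 and B7-1; Test system: purified 2C TCR transgenic mouse naive CD8+ T cells; Measured by: cytometric PE anti-B7-1 and Alexa647 anti-CD8 signals after 1% paraformaldehyde fixation; Timing: binding step 1.5 h, 37 °C, antibody labelling 20 min, ice.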
# Dynein transport cytoplasmic EGFP – further read-out of Dynein transport, marked with its call; z-score; measured here: cytoplasmic GR-EGFP intensity; stronger effect = higher value
# Dynein transport nuclear GR-EGFP – recorded beside Dynein transport, whose call it bears; z-score; measured here: nuclear GR-EGFP intensity;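 lower value marks the stronger effect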
# Dynein transport cell count – further read-out of Dynein transport, marked with its call; z-score; measured here: cell count per field
# Ins promoter up cell count – recorded beside Ins promoter up, whose call it bears; cell count; measured here: cytotoxicity, nuclei count;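 total cells summed across four imaged fields per well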
# Hep lipid drop cells 6.5 µM – second read-out of Hep lipid drop, no call of its own (marks repeat the call); cell count; measured here: cell count, cytotoxicity flag;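 cells counted across two imaged fields per well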
# b-catenin transl cell count 5 µM – second read-out of b-catenin transl, no call of its own (marks repeat the call); cell count; measured here: cell count, cytotoxicity flag
# T cell HTS vesicle-bound % – further read-out of T cell HTS, marked with its call; double positive events, %; measured here: CD8+ vesicle-bound cell fraction;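 binding gate set so that unloaded-vesicle control wells show 10% double positive cells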
# MT stabilizer Hoechst-high % – also measured in MT stabilizer; calls as there; % Hoechst-high responders; measured here: nuclear condensation Hoechst responders;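 share of cells brighter than vehicle mean plus two SD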
# MT stabilizer cytotoxicity % – second read-out of MT stabilizer, no call of its own (marks repeat the call); toxicity, %; measured here: cytotoxicity by cell density;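 0% = mean cell density of plate MIN control wells and 100% = no cells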
# Myeloid diff 2 GFP+ MAC1+ % – further read-out of Myeloid diff 2, marked with its call; GFP+ MAC1+ double positive, %; measured here: differentiation confirmed by MAC1 staining
# Numbers without * were called inactive; i = inactive; ? = inconclusive; nt = no result given. Rows are unselected (roughly 3% active in at least one column).
SMILES,MT stabilizer,MT stabilizer Hoechst-high %,MT stabilizer cytotoxicity %,b-catenin transl,b-catenin transl cell count 5 µM,Dynein transport,Dynein transport cytoplasmic EGFP,Dynein transport nuclear GR-EGFP,Dynein transport cell count,human PMI inhibition,TNAP activation fold,Ins promoter up,Ins promoter up cell count,Hep lipid drop,Hep lipid drop cells 6.5 µM,Myeloid diff 2,Myeloid diff 2 GFP+ MAC1+ %,T cell HTS,T cell HTS vesicle-bound %
COc1cccc(CN2C(=O)c3cccc(N)c3C2=O)c1,2.0,3.4,6.2,-1.2,470,-0.63,-0.11,-0.5,0.31,-5%,1.2,-0.3,1040,12,694,i,0.6,i,8
Cc1ccc2[nH]c(=O)c(CN(CCCN(C)C)C(=O)Nc3ccc(Cl)cc3)cc2c1,1.0,0.9,7.5,0.4,1059,0.3,0.47,0.58,0.084,2%,1,0.21,855,-2,800,i,6.8,i,22
Nc1nc(-c2ccccc2)cc(C(F)(F)F)n1,3.9,2.4,5.0,-1.6,1078,-1,0.18,-0.66,0.84,8%,1.1,0.21,1888,2,693,i,6.2,i,15
COc1ccc(C2C3=C(CCCC3=O)Nc3c(-c4ccccc4)c(C)nn32)cc1 (stereo not drawn),2.0,1.7,4.3,4.9,1363,1.5,-0.21,-0.41,-0.5,2%,1.1,-0.52,1314,nt,nt,i,4.5,i,49
Cc1cccc(NS(=O)(=O)c2ccc(Br)s2)n1,2.3,1.2,4.7,-4.8,1255,0.025,0.77,0.6,-1.4,6%,1.1,-0.38,884,3,788,i,1.1,i,36
O=C(COC(=O)Cn1[nH]c(=O)c2ccccc2c1=O)Nc1ccc2c(c1)OCO2,4.8,2.0,9.9,-6.0,1016,0.85,-0.2,0.64,0.44,-3%,1.1,0.22,1237,nt,nt,i,0.7,i,58
COc1cc(NC(=S)Nc2ccc3c(c2)OCCO3)cc(OC)c1OC,nt,nt,nt,0.0,1308,-0.57,0.79,0.29,0.11,nt,nt,-1.6,990,-8,750,i,0.8,i,46
COc1nnnc2c1sc1nc(N3CCOCC3)c3c(c12)CC(C)(C)OC3,nt,nt,nt,0.4,1179,nt,nt,nt,nt,0%,1.1,0.29,1099,nt,nt,nt,nt,nt,nt
Oc1c(C(c2ccc(Cl)cc2)N2CCCC2)cc(Cl)c2cccnc12 (stereo not drawn),9.7,0.9,54,0.5,1070,-0.54,0.35,0.22,-0.33,10%,1.2,0.49,1139,1,665,i,0.9,i,28
CC(C)c1ccccc1NC(=O)Cn1c(/C=C/c2ccccc2)nc2ccccc21,nt,nt,nt,-0.7,1382,0.59,-0.17,1,-1,nt,nt,0.92,871,-1,698,nt,nt,i,21
CCOC(=O)C1C(=O)Nc2nc3ccccc3n2C1C(C)C (stereo not drawn),3.4,1.7,8.0,-2.3,1408,-0.19,-0.28,0.22,0.13,6%,0.1,0.51,1569,nt,nt,i,0.4,i,28
CC(=O)OC(C(=O)NC1CCCCC1)c1ccccc1F (stereo not drawn),1.6,1.4,8.1,0.7,1035,-0.2,-0.35,-0.16,1.2,0%,1,nt,nt,4,693,i,0.8,i,36
CCOC(=O)c1cnn(-c2ccccc2)c1-n1cccc1C(=O)C(=O)N(CC)CC,2.4,2.4,12,-4.9,1147,0.48,-0.27,0.28,-0.042,-11%,1,0.88,1504,-1,662,i,0.2,i,4
Cc1csc(NC(=O)C2CC(=O)N(Cc3ccco3)C2)n1 (stereo not drawn),2.3,1.5,2.9,-1.0,1096,-0.23,-0.33,-0.57,0.63,-1%,1.1,-0.87,1301,-13,637,i,0.4,i,56
COc1cccc(C2=NOC(C(=O)Nc3ccccc3SC)C2)c1 (stereo not drawn),3.2,1.8,4.6,-3.4,1178,-0.88,-0.17,-0.24,0.42,-1%,1,-0.68,811,-12,768,i,0.9,i,8
CC(=O)NNC(=S)NC(=O)c1ccc(C)cc1,5.0,2.6,8.0,-1.6,1032,-0.31,-0.34,-0.024,0.4,19%,2.5,-0.26,1612,-1,703,i,0.5,i,26
COC(=O)c1ccc(CNC(=O)CNc2cc(C(F)(F)F)ccc2N2CCOCC2)cc1,2.8,2.2,7.0,-1.5,1175,2.1,-0.011,2,-1.9,10%,1.1,-0.62,1139,nt,nt,i,1.0,i,24
O=C(c1ccc([N+](=O)[O-])cc1)N(Cc1ccccc1)c1ccccn1,2.3,2.9,5.4,-1.8,1107,0.0078,1.7,0.54,-1.2,2%,1,0.99,1353,-26,700,i,0.1,i,50
S=C(Nc1ccc(Cl)cc1Cl)N1CCOCC1,2.6,1.2,4.2,-1.3,1087,0.3,-0.21,0.23,0.58,-3%,1,0.84,1441,10,686,i,0.4,i,46
FC(F)(F)c1cnc(N2CCCN(C(=S)Nc3ccccc3)CC2)c(Cl)c1,nt,nt,nt,1.2,1093,0.77,-0.26,0.36,-0.42,nt,nt,-0.22,1369,4,692,i,0.1,i,18
CC(=O)Nc1ccc(N/C(N)=N/c2nc(C)cc(C)n2)cc1,2.7,3.3,8.6,-0.8,1071,-0.7,-0.44,-0.095,0.034,3%,1,-0.54,1287,6,696,i,0.6,i,64
COc1ccc(N2CCN(C(=O)CSc3nnc(-c4ccc5[nH]c(C)c(C)c5c4)o3)CC2)cc1,8.0,3.3,12,-5.2,994,-0.2,-0.26,0.082,-0.14,16%,1,2,1029,nt,nt,i,8.4,i,11
CC1=CC(C)(C)N=C(Nc2ccc(C)cc2)S1,2.8,2.1,5.5,-0.3,1120,-1.6,-0.14,-0.22,0.37,2%,1.2,0.53,1126,nt,nt,i,6.2,i,36
CCCNC(=O)COC(=O)c1ccccc1OCC(=O)Nc1ccc(Br)cc1,4.1,2.4,6.3,-3.1,529,-0.2,-0.26,0.65,0.39,-10%,1.1,0.13,1246,-8,633,i,0.3,i,48
O=S(=O)(c1ccccc1)N1CCn2c(nc3ccccc32)C1,4.0,1.2,0.2,nt,nt,0.03,-0.21,0.043,0.037,-5%,0.8,?,nt,nt,nt,i,1.4,i,38

# Further records follow:
SMILES,MT stabilizer,MT stabilizer Hoechst-high %,MT stabilizer cytotoxicity %,b-catenin transl,b-catenin transl cell count 5 µM,Dynein transport,Dynein transport cytoplasmic EGFP,Dynein transport nuclear GR-EGFP,Dynein transport cell count,human PMI inhibition,TNAP activation fold,Ins promoter up,Ins promoter up cell count,Hep lipid drop,Hep lipid drop cells 6.5 µM,Myeloid diff 2,Myeloid diff 2 GFP+ MAC1+ %,T cell HTS,T cell HTS vesicle-bound %
CCc1nnc(NS(=O)(=O)c2ccc(NC(=O)c3cc4ccccc4oc3=O)cc2)s1,12,1.1,5.2,2.0,1084,1.4,-0.074,1.1,-1.1,-4%,1,-0.5,1465,16,676,nt,nt,i,42
COC(=O)c1ccc(C(=O)OC)c(NC(=O)C(C)C)c1,1.8,3.5,9.2,0.2,1075,-0.098,-0.37,-0.036,0.48,-6%,1,-0.06,1103,-3,714,i,0.1,i,37
CC(=O)C1=C(O)C(=O)N(CCO)C1c1ccccc1 (stereo not drawn),2.1,1.0,6.0,-0.2,1611,0.06,-0.3,-0.044,0.2,nt,1.1,nt,nt,4,732,i,0.6,i,33
Cn1cc(CN2CCc3c([nH]c4ccccc34)C2C2CCCCC2)cn1 (stereo not drawn),3.1,1.8,7.5,1.0,962,-0.45,-0.22,-0.065,0.54,5%,1,0.06,1587,3,735,i,0.5,i,33
CCn1nccc1C(=O)Nc1nc2ccccc2n1CCN1CCCCC1,3.5,1.7,4.6,1.2,1349,-0.4,-0.16,0.076,-0.037,5%,1.1,-0.87,1231,nt,nt,i,1.2,i,56
CC(=O)c1cccc(NC(=O)C2CCN(S(C)(=O)=O)CC2)c1,0.7,0.4,26,0.0,760,0.098,-0.23,0.36,0.3,5%,1,1.4,1216,5,808,i,0.4,i,38
CCCOc1ccc(C2C(=O)N(C3CCCCC3)CC(=O)N2CCCOCC)cc1OC (stereo not drawn),3.1,2.6,6.0,-0.5,1366,4.5,0.053,2.8,-2.6,3%,1,0.45,1290,nt,nt,i,0.3,i,23
CC1N=C2c3ccccc3N=C(SCc3cc(=O)n4cc(Cl)ccc4n3)N2C1=O (stereo not drawn),2.1,1.8,8.0,9.8,303,0.047,-0.22,0.2,-0.74,-36%,1.1,nt,nt,-4,741,i,1.2,i,44
Cc1nc(CC(=O)c2c(C)cc(O)cc2O)cs1,4.7,4.3,2.1,1.3,802,-1.4,-0.22,-0.81,3.7,5%,1.1,0.32,1101,nt,nt,i,5.7,i,23
